Source: PubChem
PglD DTNB: blocks C. jejuni PglD acetyltransferase activity | inhibition, % at 12.5 µM | AID 602405 | purified PglD enzyme, DTNB colorimetric CoA detection | hit rate 0.098% among 360,000; in the data active means inhibition above about 16%, passing the limit was not always enough; inconclusive means no clear call, values can overlap the other calls; further: strong numbers were not always called active
ERp5 block: blocks human ERp5 reductase activity on insulin | ERp5 insulin aggregation, absorbance 650 nm, 90 min | Q15084 | inhibition, % at 9.99 µM | hit rate 0.05% among 350,000;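 active means mean replicate inhibition above about 25%, with every replicate also reaching it, limit read from the data, passing the limit was not always enough; inconclusive means only one of those two criteria met; inactive means neither criterion met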
SIRT5 block: inhibitors of human sirtuin-5 desuccinylase; Q9NXA8; Purified SirT5, succinyl-peptide AMC, trypsin-coupled fluorescence; inhibition, % at 15 µM; hit rate 1.1% among 330,000; AID 652115; in the data active means inhibition above about 15%; inconclusive means no clear call, values can overlap the other calls
Target sequence (Q9NXA8 whole entry, looked up): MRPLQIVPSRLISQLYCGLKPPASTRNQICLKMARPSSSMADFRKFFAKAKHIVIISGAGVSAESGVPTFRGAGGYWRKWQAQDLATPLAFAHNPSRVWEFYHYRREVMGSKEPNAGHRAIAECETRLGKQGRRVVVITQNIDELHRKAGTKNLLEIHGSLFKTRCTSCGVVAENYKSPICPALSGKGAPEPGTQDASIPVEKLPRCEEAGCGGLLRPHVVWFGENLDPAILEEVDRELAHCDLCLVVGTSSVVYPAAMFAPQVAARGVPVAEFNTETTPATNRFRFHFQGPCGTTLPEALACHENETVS
E-sel inducer: induces E-selectin expression in human endothelial cells | activation, % at 7.58 µM | hit rate 0.37% among 260,000 | HUVEC E-selectin immunofluorescence imaging; normalized: neutral wells 0, TNF-alpha wells 100 | AID 686992;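 active means mean E-selectin-positive cell signal at least 10% of the positive control, reached in at least 60% of replicates, without over 20% cell loss; inconclusive means no rule given, readout overlaps actives, possibly toxicity-flagged; inactive means the rest, including those meeting only one limit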;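 further: in these data hits start at about 27%; measured in HUVEC primary endothelial cells; signal is the percent of cells scored E-selectin positive by PE staining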
Target sequence (P16581 whole entry, looked up): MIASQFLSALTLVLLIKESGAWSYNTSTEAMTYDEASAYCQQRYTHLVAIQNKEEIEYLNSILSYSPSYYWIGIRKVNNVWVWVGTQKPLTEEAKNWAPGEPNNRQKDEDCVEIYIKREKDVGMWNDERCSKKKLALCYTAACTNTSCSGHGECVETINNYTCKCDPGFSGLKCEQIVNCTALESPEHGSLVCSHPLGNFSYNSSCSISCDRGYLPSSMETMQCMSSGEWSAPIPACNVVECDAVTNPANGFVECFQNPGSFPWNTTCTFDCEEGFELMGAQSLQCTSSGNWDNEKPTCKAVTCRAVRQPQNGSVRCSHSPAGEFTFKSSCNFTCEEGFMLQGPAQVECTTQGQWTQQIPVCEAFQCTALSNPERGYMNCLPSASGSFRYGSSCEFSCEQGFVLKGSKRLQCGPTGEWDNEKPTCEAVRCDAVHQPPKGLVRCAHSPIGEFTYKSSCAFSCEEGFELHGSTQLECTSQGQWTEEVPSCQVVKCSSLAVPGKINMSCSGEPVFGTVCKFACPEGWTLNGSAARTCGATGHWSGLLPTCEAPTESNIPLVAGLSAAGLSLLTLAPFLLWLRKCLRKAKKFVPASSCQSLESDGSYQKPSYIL
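assay system = HUVEC, human umbilical vein endothelial cells | input = 3,000 HUVEC seeded per well | medium = EGM-2 growth medium on 0.1% gelatin-coated wells | dosing = one compound dose added by pin transfer | signal = immunofluorescence imaging | read-out basis = % PE-positive cells | control set = TNF-alpha, DMSO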
DENV2 CPE: inhibitors of DENV2 cytopathic effect. DENV2-infected cells, cytopathic effect rescue, plate reader. CPE inhibition, % at 9.99 µM. hit rate 1.7% among 350,000. AID 651640; in the data active means CPE inhibition above about 20%, passing the limit was not always enough; inconclusive means no clear call, values can overlap the other calls; tested in BHK-21 cells;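 further: 0% = median of neutral control wells and 100% = median of positive control wells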
S100A4 MyoIIA: blocks human S100A4 binding to myosin IIA peptide; P26447; S100A4/TAMRA-MyoIIA peptide fluorescence polarization; inhibition, % at 10.7 µM; hit rate 0.14% among 360,000;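 active means mean inhibition of at least 70% across replicates, with every replicate also reaching that level; inconclusive means mean inhibition reaches 70% but some replicates fall short; inactive means mean inhibition below 70%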
Target sequence (P26447 whole entry, looked up): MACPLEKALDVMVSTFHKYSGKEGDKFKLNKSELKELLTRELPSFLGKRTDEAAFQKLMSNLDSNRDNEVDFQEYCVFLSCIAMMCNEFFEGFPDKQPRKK
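Test system – S100A4 monomer (human) · Compound – single-point compound testing · Schedule – 5 min incubation before reading · Probe or stimulus – TAMRA-labelled myosin IIA heavy-chain peptide probe, 5 nM · Benchmarks – neutral control DMSO, positive control TFP · Medium – Calcium-containing HEPES buffer, pH 7.2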
Statin myotox sup: suppressors of simvastatin-induced myotoxicity in C2C12 myotubes. ATP luminescence, 48 h; scaled: DMSO 0, geranylgeraniol control 100. rescue of ATP level, % at 7.49 µM. hit rate 0.78% among 330,000. AID 602340;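 active means mean ATP rescue above about 67%, or every replicate alone reaching that limit, limit read from the data, passing the limit was not always enough; inconclusive means no clear call, values can overlap the other calls; inactive means mean under the limit and some replicate under it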;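 further: myotubes were challenged with 10 µM simvastatin during compound exposure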
* marks the source's active call; other numbers are inactive results; ? = inconclusive; . = not tested or not shown.

SMILES	PglD DTNB	ERp5 block	SIRT5 block	E-sel inducer	DENV2 CPE	S100A4 MyoIIA	Statin myotox sup
Cc1[nH]c(C)c(S(=O)(=O)N2CCN(c3ccccc3)CC2)c1C(=O)N1CCCCC1	3	-6	-1	0.4	9	-3	18
Cc1ccc2c(c1)c1c3n2CCCN(Cc2ccccc2)C3CCC1 (configuration not stated)	4	2	-2	.	-1	-13	19
COc1ccc(-c2nc3c4c(ncn3n2)-c2ccccc2CC42CCCC2)cc1	-2	-2	2	.	12	4	-4
O=C(COc1ccc(F)cc1)NCCN1CCCC1	8	2	0	-0.2	-4	-1	-3
C[C@@H]1CCCCO[C@H](CN(C)C(=O)Nc2ccc(F)cc2)[C@H](C)CN([C@@H](C)CO)C(=O)c2cc(NC(=O)Nc3ccc4c(c3)OCO4)ccc2O1	-2	-1	12	0.3	-2	-39	30
C=CCNC(=O)Nc1ccc(Cl)cn1	.	-2	-1	1.5	-8	-1	.
C[C@@H]1CCCCO[C@@H](CN(C)C(=O)C2CCCCC2)[C@H](C)CN([C@@H](C)CO)C(=O)c2cc(NC(=O)Nc3ccc(F)cc3)ccc2O1	4	3	19*	0.2	25*	6	.
CS(=O)(=O)N1CCC(C(=O)N2CCN(c3ccccc3)CC2)CC1	.	0	-2	19	9	-3	.
CN(C)C(=O)c1ccc(-c2ccc3c(c2)[C@@H]2[C@@H](CCN2S(=O)(=O)c2ccccc2)[C@H](CO)N3)cc1	-2	.	.	0.0	-1	.	-10
C[C@@H]1CN([C@@H](C)CO)C(=O)c2cc(NC(=O)C3CC3)ccc2O[C@H]1CN(C)C(=O)Nc1ccc2c(c1)OCO2	0	-3	3	0.1	-1	1	-11
COc1ccc(NC(=O)Nc2cccc3c2O[C@@H](CN(C)C(=O)Nc2ccc(F)cc2)[C@H](C)CN([C@H](C)CO)C3=O)cc1	-2	-1	4	-3.0	-2	18	11
CCN(C)c1cc2c(c3c1ccn3C)C1CCC2C1 (configuration not stated)	0	6	0	0.1	?	-9	-8
Cc1cc(N=Nc2ccc(C)c(N=Nc3cc(C)c(N)cc3N)c2)c(N)cc1N	-11	4	1	0.2	0	-2	-7
C[C@@H]1CCCCO[C@H](CN(C)CC2CCCCC2)[C@H](C)CN([C@@H](C)CO)C(=O)c2cc(NS(=O)(=O)c3cccs3)ccc2O1	3	4	2	-0.1	1	-2	.
C[C@@H]1CCCCO[C@@H](CN(C)C(=O)CCCN(C)C)[C@@H](C)CN([C@H](C)CO)C(=O)c2cc(NC(=O)Nc3ccc(C(F)(F)F)cc3)ccc2O1	0	.	.	-0.1	3	.	18
COC(=O)/C=C1\OCc2ccc(C)cc21	.	-1	6	0.2	12	-4	.
C[C@@H]1CN([C@H](C)CO)C(=O)c2cc(NC(=O)NC3CCCCC3)ccc2O[C@@H](C)CCCCO[C@@H]1CN(C)Cc1ccc(C(=O)O)cc1	0	-1	-4	-0.1	6	3	.
CC(C)C(=O)N1CCC(n2nccc2NC(=O)CCOc2ccccc2)CC1	2	4	2	0.2	6	-2	-2
C[C@@H]1CN([C@@H](C)CO)S(=O)(=O)c2ccc(C#CC3CC3)cc2O[C@H]1CN(C)C	2	2	-2	-0.1	13	3	15
C[C@@H]1CCCCO[C@H](CN(C)C(=O)Nc2ccc(F)cc2)[C@H](C)CN([C@@H](C)CO)C(=O)c2cc(N(C)C)ccc2O1	2	2	-4	0.8	-9	2	19
CC1(C)Cc2c(C#N)c(SCC(=O)O)nc(N3CCOCC3)c2CO1	-3	1	1	0.3	-1	-4	-10
Cc1ccc(NC(=O)CSCC(=O)Nc2nnc(C3CC3)s2)cc1	2	-1	1	.	-3	0	6
COC(=O)C(N)Cc1ccc(OC)c([N+](=O)[O-])c1 (configuration not stated)	.	2	-1	.	4	-1	.
C[C@H]1CN([C@@H](C)CO)C(=O)c2cccc(NC(=O)CCCCCC(=O)Nc3ccccc3N)c2O[C@H]1CN(C)S(=O)(=O)c1ccc(Cl)cc1	.	1	-1	0.1	17	-2	-86
CCC(=C/c1sc2ccc3ccccc3c2[n+]1C)/C=C1\Sc2ccc3ccccc3c2N1C	0	-7	3	22	-2	-18	-179
Cc1cccc(C(=O)NC2CC3CCCC(C2)N3Cc2ccccc2)c1 (configuration not stated)	5	1	0	.	1	30	0
CC(C)c1cn(CC[C@H]2CC[C@H](NS(=O)(=O)Cc3ccccc3)[C@@H](CO)O2)nn1	-44	3	0	-0.3	4	-1	7
O=c1[nH]c2c(Br)cnc([N+](=O)[O-])c2[nH]1	-9	0	-2	.	-5	-2	4
CC(OC(=O)c1ccc(NC(=O)CC#N)cc1)C(=O)Nc1ccc2c(c1)OCCO2 (configuration not stated)	.	8	0	-2.1	-3	-6	.
C[C@H]1CN([C@@H](C)CO)S(=O)(=O)c2ccc(-c3ccccc3)cc2O[C@@H]1CN(C)Cc1ccccc1C(=O)O	4	9	-16	0.0	2	-3	-6
COc1ccc(NC(=O)CSCc2cc(=O)n3cc(C)sc3n2)cc1	-1	-1	1	.	3	-3	15
COc1cc(C(=O)NCC2CCCO2)ccc1OCc1ccc(Cl)cc1 (configuration not stated)	-3	7	-3	-0.3	18	0	1
CCS(=O)(=O)Nc1ccc2c(c1)C(=O)N(C)C[C@@H](OC)[C@@H](C)CN(CCC(F)(F)F)[C@H](C)CO2	1	8	-5	0.0	-5	-20	11
Cc1ccccc1S(=O)(=O)N[C@H]1CC[C@@H](CCn2cc(-c3ccccc3)nn2)O[C@H]1CO	11	2	7	-0.2	4	-1	0
COc1ccccc1N1CCN(CC(=O)NCC2CCCO2)CC1 (configuration not stated)	-1	-3	-5	.	.	2	4
CC(C)[C@H](NS(=O)(=O)c1ccccc1F)C(=O)NC1CCCCC1	4	-2	0	0.2	?	3	0
N/C(=N\OC(=O)c1ccc([N+](=O)[O-])cc1)c1cccnc1	1	7	.	.	0	1	.
CCOC(=O)N(C)C[C@H]1OCc2ccccc2-c2c(n(C)c3ccccc23)C(=O)N([C@@H](C)CO)C[C@@H]1C	-1	1	1	-0.5	13	66	.
COc1ccc(C(=O)N/C(=C/c2ccc(Cl)cc2)C(=O)Nc2ccc(C(=O)O)cc2)cc1	3	-9	0	0.0	5	1	3
COCCCNC(=O)C[C@H]1C[C@@]2(C(=O)OC)C(=C[C@H](C(C)C)O[C@@H]2C2CC2)N(Cc2ccccc2)C1=O	.	-5	.	0.0	-11	5	.

Sorted by formula weight (rising): some entries from above.
SMILES	PglD DTNB	ERp5 block	SIRT5 block	E-sel inducer	DENV2 CPE	S100A4 MyoIIA	Statin myotox sup
N/C(=N\OC(=O)c1ccc([N+](=O)[O-])cc1)c1cccnc1	1	7	.	.	0	1	.
COc1cc(C(=O)NCC2CCCO2)ccc1OCc1ccc(Cl)cc1 (configuration not stated)	-3	7	-3	-0.3	18	0	1
Cc1ccccc1S(=O)(=O)N[C@H]1CC[C@@H](CCn2cc(-c3ccccc3)nn2)O[C@H]1CO	11	2	7	-0.2	4	-1	0

The listing continues.
SMILES	PglD DTNB	ERp5 block	SIRT5 block	E-sel inducer	DENV2 CPE	S100A4 MyoIIA	Statin myotox sup
Cc1cc(OC(=O)c2ccccc2Cl)ccc1N1C(=O)CCC1=O	.	0	-3	0.0	2	-5	.
CCN1CCN(c2ccc(S(=O)(=O)N3CCOCC3)cc2NC(=O)CCOc2ccccc2)CC1	-1	-3	0	.	6	0	6
Cc1nnc(SCC(=O)N(CCC#N)c2ccc3c(c2)OCCO3)s1	-9	2	0	0.0	?	17	-16
C/C=C/c1ccc2c(c1)O[C@@H](CN(C)C(=O)c1cnccn1)[C@H](C)CN([C@@H](C)CO)S2(=O)=O	-1	-7	-1	0.1	4	5	4
COCC1CCN(Cc2c(C(=O)N3CCc4ccccc4C3)nc3ccc(Cl)cn23)C1 (configuration not stated)	-1	7	-1	0.3	1	49	0
Cc1c(C(=O)c2ccccc2)c(=O)n(C)c(=O)n1C	.	-1	1	.	6	-1	.
O=C(C[C@@H]1CC[C@H]2[C@@H](COC[C@@H](O)CN2Cc2ccccc2F)O1)N[C@@H]1CCN(Cc2ccccc2)C1	-3	6	-2	0.1	0	0	-3
COc1cccc(C(=O)NNc2c3ccccc3nc3ccccc23)c1	2	1	0	0.3	-3	0	-22
CC(=O)c1cccc(OCC(O)CN2CCN(S(=O)(=O)c3c(F)cccc3F)CC2)c1 (configuration not stated)	-1	-4	1	0.4	-3	-2	8
COc1cccc(OC)c1C(=O)Nc1ccc(S(=O)(=O)N2CCCCC2)cc1	4	2	-1	.	-2	-1	4
Cc1ccsc1/C=N/n1c(-c2ccccn2)n[nH]c1=S	-2	2	-3	-0.5	-7	-3	.
COc1ccc(S(=O)(=O)Nc2ccc3c(c2)C(=O)N([C@H](C)CO)C[C@@H](C)[C@@H](CN(C)Cc2ccc(-c4ccccc4)cc2)O3)cc1	3	-2	1	-0.1	6	-2	.
COc1ccc(/C=C/C(=O)N2CCN(c3ccccn3)CC2)cc1OC	-4	-1	4	.	16	-1	-4
CSCCC(=O)N1CCCC(CNC(=O)c2ccc(-c3ccccc3)cc2)C1 (configuration not stated)	.	6	-4	1.2	-2	7	.
O=C(Nc1ccc2oc(-c3ccncc3)nc2c1)c1ccc(Br)o1	1	0	2	0.1	-6	3	-24
COc1ccc(S(=O)(=O)n2nc(-c3ccc(Cl)cc3)cc2N)cc1OC	-8	-1	.	-0.1	-2	23	11
CC1(C(=O)NS(=O)(=O)c2ccc(F)cc2F)CCN1C(=O)C1(c2ccc(Cl)cc2)CC1 (configuration not stated)	-2	2	.	0.0	9	2	-5
O=[N+]([O-])c1cccc(C=NN2CCCCCC2)c1	.	1	1	.	15	-2	6
C[C@@H]1CN([C@H](C)CO)C(=O)c2cc(NC(=O)c3ccncc3)ccc2O[C@H]1CN(C)C(=O)Nc1ccccc1	0	-5	-2	-0.2	-5	-3	0
Cc1ccc(C2=NS(=O)(=O)N(C)C(C(=O)NCc3cccs3)=C2)cc1	-1	2	-2	.	13	16	0
CN(C)Cc1c(O)ccc2c(=O)c(-c3ccccc3Cl)coc12	4	2	-11	0.0	-1	2	-3
Cc1ccc(N=C2C(=O)Nc3c(C)cccc32)cc1	-4	7	1	0.0	2	-3	18
Cc1nc2ccc(Br)cn2c1C(=O)N/N=C\c1ccc(C(C)C)cc1	1	0	-3	.	-5	-14	-9
C[C@@H]1CN([C@@H](C)CO)C(=O)c2cc(/C=C/c3ccccc3)cnc2O[C@H]1CN(C)Cc1ccccc1F	0	-2	2	-0.3	8	34	30
C[C@H](CO)N1C[C@H](C)[C@H](CN(C)Cc2ccc(C(F)(F)F)cc2)OCCCC[C@H](C)Oc2ccc(NC(=O)Nc3ccc(C(F)(F)F)cc3)cc2C1=O	0	.	.	0.0	-25	.	.
Clc1ccc(-c2nc3ccc(Br)cn3c2Cc2ccccc2)cc1	2	3	-6	-0.1	17	-16	-34
CCCC(=O)N1CC2(C1)CN(Cc1ccccc1F)[C@@H](CO)c1c2c2ccc(OC)cc2n1C	.	7	0	4.6	-4	13	.
CCOc1ccc(NC(=S)N(CCN2CCOCC2)Cc2cc3cc4c(cc3[nH]c2=O)OCO4)cc1	.	-4	-1	1.6	5	-5	.
Cc1cc2[nH]c(=O)c(=O)[nH]c2cc1S(=O)(=O)NCC(C)c1ccccc1 (configuration not stated)	-1	3	.	-0.1	-1	-6	-1
NCCNC(=O)Cc1ccc(NC(=O)Cc2ccc(Nc3ncnc4c3ncn4[C@@H]3O[C@H](CO)[C@@H](O)[C@H]3O)cc2)cc1	-1	7	7	1.6	-1	5	6
CCCC[C@@H]1Cc2[nH][nH]c(=O)c2[C@@H](c2ccc(Cl)cc2)O1	.	-10	0	0.1	?	7	.
CC(C)NC(=O)N[C@H]1CC[C@@H](CCNS(=O)(=O)c2ccc(Cl)cc2)O[C@@H]1CO	0	7	-4	-0.6	-5	-3	-2

The list is partial. The share of hits here may be higher or lower than overall.
